GAA spleen mod: inhibitors or activators of human alpha-glucosidase in spleen homogenate. P10253. human spleen homogenate, 4-MU-alpha-glucoside fluorescence. Potency, µM (highest dose often 79.9 µM), without a hit: at the highest dose activity change, negative = inhibition, usual class: inhibitors. hit rate 0.006% among 240,000. AID 2112;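 also: 0% = enzyme with vehicle and -100% = no enzyme basal signal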
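Compounds were titrated against alpha-glucosidase in spleen homogenate at pH 5.0, with 1 mM 4-methylumbelliferyl substrate for 40 min at 37 C. Reactions were quenched with pH 10 NaOH/glycine and fluorescence measured.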
GAA glycogen: alters human alpha-glucosidase cleavage of glycogen. P10253. recombinant GAA, glycogen substrate, Amplex Red glucose oxidase fluorescence. Potency, µM (titrated, usually from 76.4 µM), for the others: top-dose activity change, negative = inhibition, most hits filed as inhibitors. hit rate 0.38% among 300,000;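 also: 0% = full enzyme reaction and -100% = no-enzyme basal signal; the screen sought inhibitors and activators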
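Recombinant human alpha-glucosidase (4 nM final) hydrolysed bovine liver glycogen (30 ug) for 40 min at 37 C in pH 5.0 citrate/phosphate with 0.01% Tween-20. Released glucose detected by glucose oxidase/Amplex Red, Ex 573/Em 610 nm. Compounds up to 77 uM; AC50 from Hill fits.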
Tau fluor counter: counter-screen for tau fibril formation inhibitors | tau K18 P301L Alexa594 fluorescence, heparin fibrillization | Potency, µM (top dose mostly 57.7 µM), for the others: at the highest dose activity change, negative = decrease | hit rate 0.93% among 280,000 | AID 1463; also: % is scaled to controls: 0 for no effect and ±100 for the full control effect; nearly all actives have a fitted effect of over 55% in size
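Human tau K18 P301L (15 uM unlabeled, 0.24 uM Alexa 594-labeled) in 100 mM sodium acetate pH 7 with 20 uM heparin, 6 hr at 37 C. ThT 30 uM added, 1 hr ambient; Alexa 594 FP and total fluorescence read at 555/632 nm.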
NPSR antag: blocks cAMP signaling of the human neuropeptide S receptor; Q6W5P4; AID 1461; Potency, µM (top dose mostly 38.3 µM), inactives show top-dose activity change, negative = inhibition, actives largely listed as inhibitors; hit rate 1% among 220,000; CHO-NPSR cells, cAMP TR-FRET, antagonist mode; also: % is scaled to controls: 0 for no effect and ±100 for the full control effect; nearly all actives have a fitted effect of over 50% in size; many of its hits are not listed in these tables
GAA inhib: inhibitors of human lysosomal alpha-glucosidase. P10253. purified human GAA, 4-MU-alpha-glucoside fluorescence. Potency, µM (highest dose often 76.9 µM), inactives show at the highest dose activity change, negative = inhibition, usual class: inhibitors. hit rate 0.005% among 200,000;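 also: plate controls were uninhibited enzyme wells for no effect and no-enzyme background for full effect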
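Enzyme (4 nM final) mixed with compound (up to 77 uM), then 4-MU-alpha-D-pyranoside (400 uM final) added; 20 min at room temperature, pH 5.0. Reaction stopped at pH 10, fluorescence read, AC50 derived by Hill fit.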
ALDH1A1 inh: ALDH1A1 (human) enzyme inhibition. Purified ALDH1A1, NADH fluorescence, propionaldehyde substrate. hit rate 7.3% among 220,000. Potency, µM (series often up to 75.3 µM), for inactives: at the top dose activity, negative = inhibition, most hits filed as inhibitors; active = well fitted inhibition curve with a large enough effect, not every such curve was filed as active; inconclusive = small, poorly fitted or top-dose-only effect, or another doubt; inactive = no such curve, though single readings can be large or run the other way;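 also: plate controls were no enzyme wells and a reference inhibitor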
Target sequence (P00352 whole entry, looked up): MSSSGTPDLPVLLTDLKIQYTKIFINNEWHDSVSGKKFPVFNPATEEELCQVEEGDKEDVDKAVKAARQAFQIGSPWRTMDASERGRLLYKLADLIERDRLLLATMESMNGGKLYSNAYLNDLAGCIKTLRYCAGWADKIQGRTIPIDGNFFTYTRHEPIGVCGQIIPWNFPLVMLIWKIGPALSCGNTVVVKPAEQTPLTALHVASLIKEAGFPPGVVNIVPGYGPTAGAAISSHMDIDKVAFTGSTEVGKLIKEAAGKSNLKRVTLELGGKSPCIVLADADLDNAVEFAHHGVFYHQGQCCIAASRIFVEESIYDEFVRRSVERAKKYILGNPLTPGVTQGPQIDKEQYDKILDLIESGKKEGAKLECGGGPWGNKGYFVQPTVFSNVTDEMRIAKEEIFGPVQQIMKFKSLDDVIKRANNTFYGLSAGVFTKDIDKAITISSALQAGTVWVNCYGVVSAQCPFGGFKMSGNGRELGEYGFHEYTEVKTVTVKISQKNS
GLA spleen mod: inhibits or activates alpha-galactosidase in human spleen homogenate; human spleen homogenate, 4MU-alpha-Gal fluorescence, 40 min; AID 2107; P06280; hit rate 0.008% among 240,000; Potency, µM (doses to about 80 µM), for inactives: at the top dose activity change, negative = inhibition, most hits filed as inhibitors;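 also: 0% = enzyme with vehicle and -100% = no enzyme basal signal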
Target sequence (P06280 32-429 limits assumed): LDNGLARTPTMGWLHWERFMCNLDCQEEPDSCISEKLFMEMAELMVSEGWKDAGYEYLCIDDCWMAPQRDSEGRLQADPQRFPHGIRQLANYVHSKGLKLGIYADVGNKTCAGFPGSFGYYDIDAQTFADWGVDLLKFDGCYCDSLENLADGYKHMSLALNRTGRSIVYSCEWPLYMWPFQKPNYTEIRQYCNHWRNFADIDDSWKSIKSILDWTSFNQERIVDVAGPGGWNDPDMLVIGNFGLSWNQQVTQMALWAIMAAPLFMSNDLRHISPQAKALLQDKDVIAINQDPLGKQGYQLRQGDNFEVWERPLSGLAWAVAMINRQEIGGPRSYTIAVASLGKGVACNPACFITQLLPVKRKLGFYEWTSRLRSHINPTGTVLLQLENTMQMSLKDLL
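Human spleen homogenate (1 ug) as enzyme source, 4-methylumbelliferyl-alpha-D-galactopyranoside 1 mM final, citrate/phosphate pH 5.0 with 0.01% Tween-20. Compounds 40 min at 37C, NaOH/glycine stop; fluorescence Ex 365/Em 440, Hill-fit AC50.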
Epigenetic reg: epigenetic control regulation, reporter derepression; murine LDR cells, GFP reporter derepression, 30 h; Potency, µM (highest dose often 53.9 µM), without a hit: at the top dose GFP activation, usual class: activators; hit rate 0.2% among 280,000; also: % of control where 0% means no effect; nearly all actives have a fitted effect of over 60% in size
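In this reporter-derepression format, murine cells bearing a silenced integrated CMV-GFP locus incubate with test compound (30 h, 37 C), then are washed and imaged; fluorescent objects of 20–120 um count as induced cells.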
An asterisk follows results filed as active; ? = inconclusive; nt = not tested or not shown; [ ] = dose if it differs, or a comment. Unless noted, calls follow the shape of the dose curve; as a rule, active = well fitted curve in the direction sought with a large enough effect; inconclusive = small, poorly fitted or top-dose-only effect, or another doubt; inactive = no such curve, though single readings can be large; an effect the other way counts as inactive or inconclusive. Potency is read from the fitted curve at half-maximal effect. A portion of the library; the hit share may differ from the screen's.

SMILES | GAA spleen mod | GAA glycogen | Tau fluor counter | NPSR antag | GAA inhib | ALDH1A1 inh | GLA spleen mod | Epigenetic reg
CCCN1CCN(C(=O)CN2C(=O)CC(C)(C)S(=O)(=O)c3ccccc32)CC1 | 3% | 0% | -4% | 6%[46.1 µM] | -1% | -6% | 5% | -1.7%
COc1ccc(-c2csc(NC3OC(=O)c4c3ccc(OC)c4OC)n2)cc1OC (stereo unspecified) | -5% | -12% | ? | 37%[7.67 µM] | nt | nt | -8% | ?
Cc1ccc(S(=O)(=O)NCCOc2nc(N(C)C)nc(N3CCOCC3)n2)cc1 | -1% | -3% | -1% | -1%[46.1 µM] | -13% | 13% | 4% | 1.1%
CCn1cnc2cc([N+](=O)[O-])ccc21 | nt | 5% | -10% | 4% | -10% | 4% | -10% | -0.1%
COCCSc1ccccc1C(=O)NCCCn1ccnc1 | -4% | 3% | 4% | -8%[46.1 µM] | -8% | 18% | -2% | 1.3%
CCCCSc1nc(C)c(CC(=O)OC)c(=O)[nH]1 | -3% | 7% | 11% | -13%[46.1 µM] | 0% | 2% | 5% | -1.0%
Cc1ccc(C)c(-n2c(CNC(=O)c3ccco3)nnc2SCC(=O)Nc2nnc(C)s2)c1 | -12% | 8% | -2% | 3%[46.1 µM] | -6%[15.4 µM] | -4% | -6% | -1.0%
Cc1c(Cl)cccc1NC(=S)N1CCCN(Cc2ccc(F)cc2)C1 | -10% | -11% | ? | -15% | 2% | -5% | -1% | 2.0%
O=C(NNC(=S)Nc1ccc(F)cc1)c1cccc([N+](=O)[O-])c1 | 6% | ? | -18% | -5% | 2% | -6% | 4% | 0.8%
COCCNC(=O)[C@H](C)/C=C(\c1cccnc1)C(NC(=O)OCc1ccccc1)c1ccc(C(=O)OC)cc1 (stereo partly specified) | -7% | nt | -7% | nt | nt | -4% | -10% | 2.9%
CC1CCN(S(=O)(=O)c2cccc(C(=O)NNC(=O)c3ccco3)c2)CC1 | -1% | 6% | -7% | 8% | nt | nt | -9% | -3.1%
CCOc1ccc(S(=O)(=O)N(C)c2ccc(OCC(=O)N3CCOCC3)cc2)cc1 | 0% | 5% | -10% | -12%[46.1 µM] | 1% | -15% | 2% | -1.5%
COc1ccc(NS(=O)(=O)c2cnc[nH]2)cc1 | -4% | 8% | -5% | 7% | -11% | 8% | -4% | -6.6%
CC1(C)Cc2c(c(-c3ccco3)[nH]c(=O)c2C#N)CS1 | -5% | -5% | -14% | -5%[46.1 µM] | -1% | 5.6µM* | 3% | -4.2%
O=C(O)c1sccc1SCc1ccc(Cl)cc1Cl | -6% | 11% | 5% | -19%[46.1 µM] | 4% | 10% | 9% | 0.9%
O=C1OCC2=C1C(c1ccc3c(c1)OCO3)Sc1ccccc1N2 (stereo unspecified) | -8% | -3% | ? | -17%[46.1 µM] | -6% | 0% | -5% | -2.8%
O=C(NCC1CCCO1)c1ccc2c(c1)N(Cc1ccccc1)C(=O)CS2=O (stereo unspecified) | -3% | -9% | -10% | -21%[46.1 µM] | 1% | -5% | -3% | -0.8%
CCOC(=O)c1cnc(-n2nc(C)cc2C)nc1NCCc1ccccc1 | 5% | -10% | 1% | 13µM* | 0% | ? | 14% | 2.4%
O=C(NCCCCCCNC(=O)c1cccs1)c1cccs1 | 6% | -5% | 3%[2.34 µM] | -9% | 13% | -3% | 3% | 1.1%
O=C(CN1C(=O)CCC1=O)Nc1nc(-c2nc3ccccc3s2)cs1 | 0% | -1% | -3% | 6%[46.1 µM] | 0% | ? | 1% | 0.0%
CCOc1ccc(S(=O)(=O)N2CCN(c3ccc(C)cc3C)CC2)cc1 | -2% | -8% | -15% | 9%[46.1 µM] | -5% | 10% | 1% | -0.8%
COC(=O)c1sccc1NC(=O)CCC1CCCC1 | -5% | 1% | -12% | -8%[46.1 µM] | -1% | -11% | 12% | 0.5%
C=CCN(c1ccccc1)S(=O)(=O)c1cccc(C(=O)O)c1 | -7% | 7% | 0% | -8%[46.1 µM] | 1% | 1% | -4% | -1.8%
CC(C)(C)c1cc(C(=O)O)n[nH]1 | -6% | 10% | -4% | -11%[46.1 µM] | -4% | 2% | 2% | -0.6%
O=C(NCCc1ccccc1)C(NS(=O)(=O)c1cccc2nsnc12)c1ccccc1 (stereo unspecified) | 12% | 5% | -18% | -14% | -1% | -9% | 6% | -1.0%
O=C1NC(=Nc2ccc(Cl)cc2)SC1Cc1cccc(Cl)c1Cl (stereo unspecified) | -6% | 6% | -12% | -22% | -4% | 18% | -1% | 2.5%
CSc1nnc(-c2cnccn2)n1CCCN1CCCC1=O | 1% | 8% | 8% | 8%[46.1 µM] | 1% | 2% | 5% | 0.0%
O=C(Nc1ccccc1F)c1cc2nc(C(F)F)cc(C(F)F)n2n1 | -1% | 6% | -4% | 6% | 5% | ? | 31% | -1.0%
COc1cccc(OCCOCC(O)CN2CCN(Cc3ccc(Cl)cc3)CC2)c1 (stereo unspecified) | -1% | 11% | -6% | 22% | -3% | 5% | 6% | -2.0%
O=C(NCc1ccc(Cl)c(Cl)c1)c1cccnc1 | -17% | 1% | -3% | -2%[46.1 µM] | 2% | 3% | -15% | -1.0%
O=C(NCc1ccco1)Nc1cccc([N+](=O)[O-])c1 | 3% | -9% | -8% | 6% | nt | nt | -7% | -1.1%
O=C(NC1CC2CCC(C1)N2C(=O)NC1CCCCC1)NC12CC3CC(CC(C3)C1)C2 (stereo unspecified) | -9% | -16% | 4% | 9%[46.1 µM] | -6% | 0% | -4% | 0.0%
CCCN1C(=O)c2ccccc2NC1c1ccc(OC)cc1O (stereo unspecified) | -6% | ? | -11% | -19%[46.1 µM] | 0% | ? | 8% | -1.1%
O=C(Nc1nc(-c2ccc(F)cc2)cs1)C1CCCO1 (stereo unspecified) | -7% | 2% | 0% | 6% | -3% | -1% | 4% | 4.4%
C=CCn1c(C)nc2ccccc2c1=O | 6% | 12% | -7% | -11% | 3% | 1% | -6% | 1.1%
COc1ccccc1N1CCN(C(=O)CC2NC3CCCCC3NC2=O)CC1 (stereo unspecified) | -6% | -1% | -2% | -12%[46.1 µM] | 3% | 14% | -3% | -0.9%
CCN(CC)C(=O)C1=C(C)NC(=S)NC1c1cn(-c2ccccc2)nc1-c1ccc(Cl)cc1 (stereo unspecified) | -1% | -2% | -17% | -20%[46.1 µM] | -10% | -4% | 5% | 0.0%
O=C(C1=C(O)C(=O)N(CCOCCO)C1c1cccs1)c1cccs1 (stereo unspecified) | 10% | -10% | 2% | 6%[46.1 µM] | 9% | 2.2µM* | 5% | -1.1%
CC1CCc2nc(NC(=O)Cc3cccs3)sc2C1 (stereo unspecified) | -9% | 3% | -12% | -28%[46.1 µM] | -8% | 20µM* | -3% | 1.1%
CCCC(CCC)C(=O)OC1C[C@H]2CC[C@@H](C1)[N+]2(C)C (stereo partly specified) | -21% | 5% | -6% | -14% | -1%[15.4 µM] | 7% | -8% | -1.6%
CCN(CC)CCCNC(=O)c1ccc(OCC(=O)Nc2ccccc2C(F)(F)F)c(OC)c1 | -12% | 11% | -13% | -2% | -16% | 0% | -2% | -6.7%

Arranged by count of non-hydrogen atoms (highest first): 13 of the compounds above.
SMILES | GAA spleen mod | GAA glycogen | Tau fluor counter | NPSR antag | GAA inhib | ALDH1A1 inh | GLA spleen mod | Epigenetic reg
COCCNC(=O)[C@H](C)/C=C(\c1cccnc1)C(NC(=O)OCc1ccccc1)c1ccc(C(=O)OC)cc1 (stereo partly specified) | -7% | nt | -7% | nt | nt | -4% | -10% | 2.9%
CCN(CC)CCCNC(=O)c1ccc(OCC(=O)Nc2ccccc2C(F)(F)F)c(OC)c1 | -12% | 11% | -13% | -2% | -16% | 0% | -2% | -6.7%
CCN(CC)C(=O)C1=C(C)NC(=S)NC1c1cn(-c2ccccc2)nc1-c1ccc(Cl)cc1 (stereo unspecified) | -1% | -2% | -17% | -20%[46.1 µM] | -10% | -4% | 5% | 0.0%
O=C(NC1CC2CCC(C1)N2C(=O)NC1CCCCC1)NC12CC3CC(CC(C3)C1)C2 (stereo unspecified) | -9% | -16% | 4% | 9%[46.1 µM] | -6% | 0% | -4% | 0.0%
COc1ccc(-c2csc(NC3OC(=O)c4c3ccc(OC)c4OC)n2)cc1OC (stereo unspecified) | -5% | -12% | ? | 37%[7.67 µM] | nt | nt | -8% | ?
CCCN1CCN(C(=O)CN2C(=O)CC(C)(C)S(=O)(=O)c3ccccc32)CC1 | 3% | 0% | -4% | 6%[46.1 µM] | -1% | -6% | 5% | -1.7%
CCOc1ccc(S(=O)(=O)N2CCN(c3ccc(C)cc3C)CC2)cc1 | -2% | -8% | -15% | 9%[46.1 µM] | -5% | 10% | 1% | -0.8%
O=C(Nc1ccccc1F)c1cc2nc(C(F)F)cc(C(F)F)n2n1 | -1% | 6% | -4% | 6% | 5% | ? | 31% | -1.0%
CCCN1C(=O)c2ccccc2NC1c1ccc(OC)cc1O (stereo unspecified) | -6% | ? | -11% | -19%[46.1 µM] | 0% | ? | 8% | -1.1%
O=C(NCCCCCCNC(=O)c1cccs1)c1cccs1 | 6% | -5% | 3%[2.34 µM] | -9% | 13% | -3% | 3% | 1.1%
CCCC(CCC)C(=O)OC1C[C@H]2CC[C@@H](C1)[N+]2(C)C (stereo partly specified) | -21% | 5% | -6% | -14% | -1%[15.4 µM] | 7% | -8% | -1.6%
CCn1cnc2cc([N+](=O)[O-])ccc21 | nt | 5% | -10% | 4% | -10% | 4% | -10% | -0.1%
CC(C)(C)c1cc(C(=O)O)n[nH]1 | -6% | 10% | -4% | -11%[46.1 µM] | -4% | 2% | 2% | -0.6%

Bioassay records deposited in PubChem by National Center for Advancing Translational Sciences (NCATS).
